High-throughput results as filed in PubChem BioAssay.
dFosB act: enhances mouse delta FosB homodimer DNA binding; 0.99% of 340,000 active; purified delta FosB, TAMRA-CDK5 oligo fluorescence polarization; percent of positive-control signal above neutral wells; P13346; activation, % at 25 µM;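 active means mean activation above about 17%, with every replicate also reaching it, limit read from the data, passing the limit was not always enough; inconclusive means only one of the two conditions met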;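 further: fluorescence polarization rise as delta FosB binds a TAMRA Cdk5 AP-1 oligo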
Target sequence (P13346 whole entry, looked up): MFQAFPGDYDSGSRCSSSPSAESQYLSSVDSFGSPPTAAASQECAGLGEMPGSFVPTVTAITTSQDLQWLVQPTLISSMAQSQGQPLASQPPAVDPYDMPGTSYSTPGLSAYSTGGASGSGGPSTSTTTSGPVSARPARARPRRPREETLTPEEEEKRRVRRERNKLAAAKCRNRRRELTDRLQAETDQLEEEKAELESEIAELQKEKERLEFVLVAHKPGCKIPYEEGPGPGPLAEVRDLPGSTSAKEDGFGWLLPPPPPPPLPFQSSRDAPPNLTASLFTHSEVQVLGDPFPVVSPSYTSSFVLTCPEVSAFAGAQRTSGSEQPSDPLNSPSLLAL
PKA-R1A act: activators of PKA-R1A complex; activation, % at 11.4 µM; PKA-R1A dissociation, Cy5-IP20 fluorescence polarization; scaled: DMSO 0%, 113 µM cGMP 100%; AID 504707; 0.083% of 340,000 active;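 active means percent activation above the mean of all tested compounds plus 3 SD, cut at about 19% in these data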;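 further: higher means more PKAc released from R1A so a rise in polarization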
PKA-R2B activ: PKA-R2B complex activation; AID 504700; activation, % at 11.4 µM; PKA-R2B holoenzyme dissociation, Cy5-IP20 fluorescence polarization; R2B truncated from residue 108, S112A mutant; 0% DMSO only, 100% 113 µM cGMP; 0.079% of 340,000 active; P22694+P31323;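 active means activation above a cutoff set at the mean over all compounds plus 3 SD, cut at about 18% in these data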;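 further: higher means more holoenzyme dissociation and a rise in polarization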
Target sequence (P31323 whole entry, looked up, other chains not shown, the tested form may be a part): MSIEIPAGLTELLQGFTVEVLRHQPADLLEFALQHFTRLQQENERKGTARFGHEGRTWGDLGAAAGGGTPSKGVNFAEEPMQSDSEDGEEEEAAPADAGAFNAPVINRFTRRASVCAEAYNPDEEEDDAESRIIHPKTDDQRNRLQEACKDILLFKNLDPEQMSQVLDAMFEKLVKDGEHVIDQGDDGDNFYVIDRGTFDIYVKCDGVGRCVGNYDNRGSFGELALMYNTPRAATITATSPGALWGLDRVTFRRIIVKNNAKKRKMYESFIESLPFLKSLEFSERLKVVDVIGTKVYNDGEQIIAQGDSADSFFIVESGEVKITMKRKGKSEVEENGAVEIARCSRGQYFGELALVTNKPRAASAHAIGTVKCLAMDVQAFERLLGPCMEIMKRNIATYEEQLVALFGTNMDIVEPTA
NSD2 inh: blocks human histone methyltransferase NSD2; inhibition, % at 12.5 µM; O96028; 0.54% of 310,000 active; AID 743445; NSD2 peptide methylation, AlphaScreen, 120 min; in the data active means inhibition above about 50%
SUMO Mot1 rescue: blocks SUMOylation pathway, rescuing yeast Mot1-301 growth; growth rescue, % at 18.8 µM; S. cerevisiae Mot1-301 growth rescue, ATP luminescence, 38.5C; percent above DMSO median, 100 means doubled; 1% of 320,000 active;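 active means every valid replicate shows activation above 250% relative to neutral control wells; inactive means the rest, any valid replicate at or below 250%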;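 further: OY570 slx delta 5 strain wells were the positive control but not used for scaling; some compounds called inactive have numbers as strong as hits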
MITF TRPM1 HTS: activators of MITF-driven TRPM1 promoter activity in SK-MEL-5 cells; SK-MEL-5 TRPM1-promoter luciferase, 24 h; % of positive control, neutral wells = 0; activation, % at 12.5 µM; 0.75% of 300,000 active; AID 588334;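 active means mean activation of at least 80% with every replicate also reaching 80%; inconclusive means mean reaches 80% but some replicate falls short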;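 further: 0% = neutral control wells and 100% = parthenolide positive control wells; values of inactives mirror those of a sister screen read the other way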
SR-BI DiI inh: blocks mouse SR-BI lipid uptake from DiI-HDL; 0.96% of 320,000 active; ldlA[mSR-BI] CHO cells, DiI-HDL uptake fluorescence, 3 h; Q61009; inhibition, % at 12.5 µM;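 active means mean replicate inhibition of at least 70% and a set share of replicates each scoring 70 or more; inconclusive means meets just one of the two criteria; inactive means fails both criteria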;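 further: 0% = median of neutral control wells and 100% = median of positive control wells; values of inactives mirror those of a sister screen read the other way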
SR-BI uptake up: activators of SR-BI mediated HDL lipid uptake; CHO ldlA[mSR-BI] cells, DiI-HDL uptake fluorescence, 3 h; 100 = double the neutral-control signal; 0.096% of 320,000 active; activation, % at 12.5 µM;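 active means mean replicate activation of at least 60% and every replicate at or above 60%; inconclusive means mean or all-replicate condition met, but not both; inactive means mean below 60% and not all replicates reaching 60%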;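 further: 0% = median plate neutral-control signal and 100% = twice that signal; values of inactives mirror those of a sister screen read the other way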
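Material: SR-BI-overexpressing, LDLR-lacking CHO cells; schedule: compound exposure 3 h, 37 °C; reagent: DiI-labelled HDL at 10 µg/mL final; technique: bottom-read fluorescence, 550/595 nm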
CDK5 inh: CDK5/p35 (human) kinase inhibition | Recombinant CDK5/p35, ADP-Glo luminescence, 60 min | inhibition, % at 10 µM | 0.01% of 330,000 active | Q00535+Q15078;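 active means highest replicate inhibition of at least 50% and at least 75% of replicates reaching 50%; inconclusive means only one of the two criteria met; inactive means both criteria failed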;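 further: plate controls were DMSO neutral control for no effect and GW8510 at 10 µM for full effect; many of its hits are not listed in these tables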
Pemphigus Ab inh: blocks pemphigus antibody binding to human desmoglein-3. P32926. DSG3-coupled beads, scFv-anti-DSG3-GFP binding, flow cytometry; stronger effect = lower value. binding (percent of control), % at 10 µM. 0.48% of 310,000 active. AID 588358;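 active means binding more than 3 SD below its plate's average and above zero; inconclusive means below that plate limit but binding exactly zero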;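 further: hits lower antibody fragment binding to DSG3; some compounds called inactive have numbers as strong as hits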
Arr AP2 block: human beta-arrestin and AP2 interaction inhibition; FITC-arrestin peptide / GST-AP2 beads, flow cytometry; AP2 beta2 appendage carries R879A mutation; inhibition, % at 10 µM; 0.31% of 340,000 active; AID 504490;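 active means inhibition above a set limit, near 3 SD of compounds lacking own fluorescence, cut at about 54% in these data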;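 further: plate controls were DMSO wells for no effect and 5 µM unlabelled arrestin peptide for full effect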
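Assay system: GST-AP2 R879A bound to glutathione beads, E. coli-expressed; Medium: PBS with 0.05% Tween 20 and 0.1% BSA; Also added: fluorescein-tagged arrestin peptide at 50 nM final; Timing: 12 min plus 1 h, RT; Measured by: flow cytometry, FL1 (488/535 nm); Evaluation: percent drop in bead-associated FITC signal.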
An asterisk follows results filed as active; ? = inconclusive; . = no result given.

SMILES	dFosB act	PKA-R1A act	PKA-R2B activ	NSD2 inh	SUMO Mot1 rescue	MITF TRPM1 HTS	SR-BI DiI inh	SR-BI uptake up	CDK5 inh	Pemphigus Ab inh	Arr AP2 block
C=CCNC(=S)NN=C1CCCCCCC1	-1	6	2	3	-3	-4	16	-16	0.7	102	-26
C[C@H](O)[C@@H]1C(=O)N2CCc3ccc(N4CCN(C)CC4)cc3[C@@H]2C[C@@H]1N(C)C(=O)NC1CCCCC1	-10	-2	5	.	.	-2	-1	1	1.1	98	-10
Cc1cc(O)c2c(CN3CCN(Cc4ccccc4)CC3)cc(=O)oc2c1	-5	10	6	-1	-1	-7	6	-6	1.4	95	4
S=c1[nH]cnc2sc(Nc3ccccc3)nc12	5	0	-13	4	-7	4	15	-15	0.3	93	11
COc1ccc(NS(=O)(=O)c2ccc3nc(COc4ccc5ccccc5c4)[nH]c3c2)cc1	12	-3	0	-4	-6	3	?	-71	0.1	94	-6
O=C1C=CN2CCCCC2CC1 (stereo not drawn)	-4	-5	1	.	-8	-7	-12	12	-1.7	194	0
O=C(COC(=O)CCSc1ccc(Cl)cc1)NCc1ccco1	-7	5	-6	1	0	-6	.	.	-4.6	107	15
COc1cccc(NC(=O)CSc2nc3ccsc3c(=O)n2-c2ccc(C(=O)O)cc2)c1	-2	-11	-5	0	-7	-1	-9	9	0.5	97	8
Cc1ccc(-n2c(SCC(=O)Nc3ccc(N4CCOCC4)cc3)nc3ccccc3c2=O)cc1	1	-6	-16	0	-7	-1	-10	10	-0.1	93	1
CC(C)Cn1c(N)c(C(=O)CSc2ccc3c(c2)OCCO3)c(=O)n(C)c1=O	13	-5	5	.	8	-39	2	-2	-0.5	.	30
CC(C)OC(=O)/C(=C/c1ccco1)c1ccccc1	-7	0	-11	1	1	.	-1	1	0.5	98	19
COc1cc(OC)c2c(-c3ccccc3)cc(=O)oc2c1C(CCN1CCCCC1)c1ccc2c(c1)OCO2 (stereo not drawn)	-1	-1	2	.	-10	-44	-10	10	2.1	107	-8
NC(=O)c1ccccc1NC(=O)CS(=O)(=O)Cc1ccccc1	-5	2	2	-6	-10	-5	-8	8	-2.3	100	-3
Cc1nn(C)c(C(=O)NNC(=S)NC2CCCCC2)c1Br	-17	-2	-2	-31	3	6	1	-1	-0.6	94	11
Cc1ccc(OCCC(=O)Nc2ccc(F)c(F)c2)cc1	-5	-8	-8	-8	-10	-2	-33	33	1.6	121	-8
CCCCCCOc1ccc(/C(N)=N/O)cc1	-4	-4	13	2	-9	42	-13	13	1.1	104	20
CCOC(=O)c1sc(NC(=O)c2ccccc2)cc1C	-5	-15	-10	-2	-33	.	46	-46	0.5	.	-1
COCCNC(=O)CSc1nc2ccccc2c(=O)n1CCC(=O)NCCc1ccc(OC)c(OC)c1	-5	-18	3	-4	-17	-3	12	-12	0.7	116	-8
N#Cc1ccsc1NC(=O)CN1C(=O)NC2(CCCC2)C1=O	-11	-10	3	2	0	-1	-9	9	1.2	107	-12
O=C(NCCCSc1ccccc1)c1cc(Br)ccc1O	-16	-13	6	.	-9	-7	-13	13	1.3	102	-6
COC(=O)[C@]1(Cc2ccccc2)N[C@H](c2ccc(-c3cccc(Cl)c3)c(OC)c2)[C@@H]2C(=O)N(C)C(=O)[C@@H]21	-7	4	-5	.	.	-30	41	-41	-0.4	94	6
CCC1(C)NC(=O)N(CC(=O)Nc2sc3c(c2C(=O)OC)CCCCC3)C1=O (stereo not drawn)	-8	1	-10	2	-12	1	48	-48	-1.1	84	.
COc1ccc(CN2CCN(Cc3cccc4nonc34)CC2CCO)c(C)c1C (stereo not drawn)	-1	5	-7	1	-13	-4	-4	4	-0.6	.	1
O=C(O)c1cccc(Nc2ccc3nonc3c2[N+](=O)[O-])c1	-7	4	3	12	2	8	-8	8	-1.4	97	5
CCCCCCn1nc(C(=O)N(CCOC)c2c(N)n(CCCC)c(=O)[nH]c2=O)c2ccccc2c1=O	-4	-5	2	0	12	1	8	-8	-0.6	119	-5
COc1ccc(CCNc2cc(C)nc3c(-c4ccccc4OC)cnn23)cc1OC	-6	-4	-3	-6	-3	-5	91*	-91	-0.3	101	-2
COc1ccc(S(=O)(=O)N2CCN(Cc3ccc(OC)c(OC)c3)CC2)cc1	-9	-1	-1	1	104	1	-21	21	0.2	106	1
Cc1cc(Cl)c(OCCCSc2nc(C)cc(=O)[nH]2)c(Br)c1	-6	-3	-3	-1	-6	16	-8	8	0.0	92	25
N/C(=N\OC(=O)c1cccc(F)c1)c1ccccc1	-8	-1	-11	.	-13	64	3	-3	4.9	93	13
O=C(NNC(=O)c1ccc([N+](=O)[O-])cc1)c1ccncc1	-8	-2	-5	-1	-21	3	-5	5	0.2	87	33
Cc1cc([N+](=O)[O-])c(C)cc1-c1ccc(/C=N/NC(=O)c2cccnc2)o1	1	3	-6	17	-7	9	15	-15	-0.7	108	3
Cn1cc(Br)c(C(=O)NNC(=O)Cc2ccc(Cl)cc2)n1	-6	4	-7	-1	254	4	.	.	-0.3	104	11
CCOc1ccc(CCN2CN(C3CCCCC3)CNC2=S)cc1OCC	-8	8	6	1	431*	.	0	0	0.9	.	26
Cc1cc(C(=O)OCC(=O)Nc2ccccc2C(F)(F)F)on1	-1	-11	-12	-1	-4	8	-4	4	-1.6	129	0
Fc1ccc(OCc2nnc(SCCN3CCOCC3)o2)cc1	2	6	-5	-2	4	2	1	-1	-1.0	94	-8
S=C(NCCC1=CCCCC1)NCc1ccco1	-3	-5	-10	0	.	26	9	-9	-1.2	106	38
CN(Cc1ccco1)C(=O)c1ccc(CNS(=O)(=O)c2ccc3c(c2)C(C)(C)C(=O)N3C)cc1	7	-11	-9	.	6	.	0	0	1.2	102	7
O=C(Nc1ccc(N2CCN(C(=O)c3cccs3)CC2)c(Cl)c1)c1ccco1	-4	-9	-10	1	-10	-4	51	-51	0.0	121	21
COc1ccccc1-c1nnc(SCC(=O)O)n1-c1ccc(C)cc1	3	1	-6	-1	-1	-14	-4	4	-0.9	86	-3
COc1cc(C(=O)Nc2c(C(=O)N3CCOCC3)oc3ccccc23)cc(OC)c1OC	-9	2	-2	0	-9	14	50	-50	0.1	107	-10
CC1CCN(c2ccc([N+](=O)[O-])cc2C(=O)N2CCOCC2)CC1	-2	-8	-6	1	3	6	-29	29	0.7	99	3
CCn1c(SC(C)C(=O)NCC2CCCO2)nc2ccccc21 (stereo not drawn)	-6	4	-4	-2	-8	1	-10	10	0.1	101	34
COc1ccc(NC(=O)N(C)C[C@H]2Oc3c(NC(=O)Nc4ccccc4)cccc3C(=O)N([C@H](C)CO)C[C@@H]2C)cc1	-5	-4	-9	.	0	10	49	-49	0.0	112	6
c1cc2c(nn1)CCc1nonc1-2	1	-18	-8	3	3	-10	-11	11	-6.6	.	-6
COc1ccccc1CN1CCN(C(=O)c2ccncc2)CC1	8	-8	-2	2	9	0	-15	15	-2.5	112	-32
CCCCC(=O)N=c1sc2cc(S(C)(=O)=O)ccc2n1C	9	3	-1	-3	2	21	-16	16	.	97	-2
CCOc1ccccc1NC(=O)Cc1coc2ccc(C)cc12	-2	-8	-5	-6	-6	-9	25	-25	0.7	128	-10
COc1ccc(N(C)C(=O)c2onc3c2CCCC3)cc1	-1	-5	-3	-1	268	16	1	-1	2.0	107	-15
c1ccc(-c2nc(N3CCOCC3)cc(N3CCOCC3)n2)cc1	-4	-7	1	-2	-1	-9	39	-39	-0.5	109	14
Cc1cccc(NC(=S)N(Cc2cccc(Br)c2)CC2CCC(C(=O)O)CC2)c1 (stereo not drawn)	-8	-11	-6	9	.	-3	-12	12	-2.9	96	-7
Cc1cccc(CS(=O)(=O)Cc2ccc(C(=O)NC3CCCC3)o2)c1	-5	11	9	-3	5	-5	2	-2	-1.6	100	24
OCC[C@H]1C[C@H](O)[C@@H](O)[C@]2(OCc3ccccc32)O1	4	-4	-3	.	6	5	-15	15	-0.5	96	1
Cc1ccc(C(=O)NNC(=O)c2ccc(NS(=O)(=O)c3cccs3)cc2)o1	-8	2	9	2	-7	4	-6	6	-0.4	101	-32
Cc1cccc(C(=O)OCC(=O)NCc2cccs2)c1	4	-2	-1	-4	0	7	14	-14	-0.6	97	21
O=C(NCc1cccc(C(F)(F)F)c1)C1CC(c2ccccc2C(F)(F)F)=NO1 (stereo not drawn)	1	0	-3	.	-13	-13	24	-24	-1.5	96	-4
CCC(CC)C1C(C#N)=C(N)Oc2cc(C)oc(=O)c21 (stereo not drawn)	-5	-8	-12	0	3	-4	3	-3	0.5	98	0
Cc1cccc(CSc2nn3c(=O)c(C)nnc3s2)c1	2	-2	-1	-2	5	-8	-11	11	1.5	125	-9
CC1CC2(CCCCC2)Nc2ccc3ccccc3c21 (stereo not drawn)	8	1	-18	1	105	2	37	-37	-0.7	100	25
Cc1ccc(CNC(=O)Cc2cccs2)cc1	0	-18	-9	0	8	.	-18	18	0.1	105	22
CCOC(=O)N1CCN(C(=O)/C=C/c2ccc(OC)c(OC)c2)CC1	2	1	-9	0	7	10	17	-17	-7.0	113	-7
CCn1nnc(NC(=O)C(c2ccccc2)c2ccccc2)n1	11	-8	-9	0	-17	-8	2	-2	2.1	102	20

A run of entries of the results above, for reference:
SMILES	dFosB act	PKA-R1A act	PKA-R2B activ	NSD2 inh	SUMO Mot1 rescue	MITF TRPM1 HTS	SR-BI DiI inh	SR-BI uptake up	CDK5 inh	Pemphigus Ab inh	Arr AP2 block
CCOC(=O)N1CCN(C(=O)/C=C/c2ccc(OC)c(OC)c2)CC1	2	1	-9	0	7	10	17	-17	-7.0	113	-7
CCn1nnc(NC(=O)C(c2ccccc2)c2ccccc2)n1	11	-8	-9	0	-17	-8	2	-2	2.1	102	20
